Screening results: PubChem BioAssay, The Scripps Research Institute Molecular Screening Center
GSTO1 counter: counter-screen for RBBP9 inhibitors: inhibitors of human GSTO1; recombinant GSTO1, activity-based probe fluorescence polarization; 300,000 compounds, 1.1% hits; P78417; inhibition, % at 5.96 µM;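 active means inhibition above the campaign mean inhibition plus 3 SD, cut at about 35% in these data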;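 further: 0% = GSTO1-1 with DMSO and 100% = wells lacking GSTO1-1 enzyme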
EBNA-1 inhibitor: blocks EBNA-1 binding to DNA; EBNA-1 DNA binding, fluorescence polarization; inhibition, % at 14.8 µM; 300,000 compounds, 0.34% hits; in the data active means inhibition above about 28%
LYPLA2 inh: counter-screen for PME1 inhibitors: inhibitors of human LYPLA2; recombinant LYPLA2, FP-Rh probe fluorescence polarization; inhibition, % at 5.9 µM; 320,000 compounds, 0.38% hits;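 active means inhibition above the screen-wide mean plus 3 SD, limit set per campaign, cut at about 26% in these data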;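 further: 0% = LYPLA2 with DMSO and 100% = wells lacking LYPLA2 enzyme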
PREPL inhibitor: inhibits the human prolyl oligopeptidase-like enzyme; Q4J6C6; recombinant PREPL, fluorescence polarization activity-based probe; inhibition, % at 5.96 µM; 320,000 compounds, 0.68% hits; AID 2751; in the data active means inhibition above about 43%;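 further: 0% = enzyme with DMSO and 100% = wells lacking enzyme; many of its hits are not listed in these tables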
PAD4 FP inh: inhibitors of human PAD4; Q9UM07; recombinant PAD4, RCA probe fluorescence polarization; inhibition, % at 6.36 µM; 330,000 compounds, 0.41% hits; AID 485272;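 active means percent inhibition above a cutoff equal to the mean of all tested compounds plus 3 SD, cut at about 15% in these data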;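 further: 0% = PAD4 with RCA probe and DMSO and 100% = probe without PAD4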
Target sequence (Q9UM07 whole entry, looked up): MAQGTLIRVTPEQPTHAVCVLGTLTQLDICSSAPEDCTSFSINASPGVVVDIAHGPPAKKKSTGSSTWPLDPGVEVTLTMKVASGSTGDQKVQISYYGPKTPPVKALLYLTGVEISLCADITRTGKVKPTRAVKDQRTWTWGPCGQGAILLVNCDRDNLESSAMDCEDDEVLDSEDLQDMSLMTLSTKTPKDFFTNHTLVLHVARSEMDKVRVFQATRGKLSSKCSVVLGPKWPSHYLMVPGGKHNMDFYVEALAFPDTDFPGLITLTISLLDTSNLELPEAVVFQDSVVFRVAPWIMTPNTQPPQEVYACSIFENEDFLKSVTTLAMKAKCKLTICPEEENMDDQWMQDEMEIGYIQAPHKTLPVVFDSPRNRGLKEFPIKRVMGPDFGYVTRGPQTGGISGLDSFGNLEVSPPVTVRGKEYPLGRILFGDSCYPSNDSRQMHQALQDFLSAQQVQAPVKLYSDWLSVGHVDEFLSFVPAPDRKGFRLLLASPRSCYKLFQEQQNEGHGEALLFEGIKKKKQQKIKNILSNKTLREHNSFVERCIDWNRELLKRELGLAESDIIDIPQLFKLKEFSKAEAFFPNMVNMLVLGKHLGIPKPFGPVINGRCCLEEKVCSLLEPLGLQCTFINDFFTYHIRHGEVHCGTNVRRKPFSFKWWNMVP
PAFAH2 inh: inhibitors of human PAFAH2 | Q99487 | recombinant PAFAH2, FP-rhodamine activity probe, fluorescence polarization | inhibition, % at 3.39 µM | 340,000 compounds, 0.99% hits | AID 492956;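 active means inhibition above the mean over all tested compounds plus 3 SD, cut at about 30% in these data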;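 further: inhibitors block probe labeling of enzyme so polarization drops; 0% = enzyme with DMSO and 100% = wells lacking PAFAH2 protein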
ZTA DNA inh: counter-screen for EBNA-1 inhibitors: inhibitors of Epstein-Barr virus ZTA; AID 2234; 320,000 compounds, 0.15% hits; P03206; ZTA-DNA binding, fluorescence polarization; inhibition, % at 11 µM; in the data active means inhibition above about 33%
LYPLA1 counter: LYPLA1 (human) inhibition in PME1 counter-screen; inhibition, % at 5.9 µM; AID 2174; 320,000 compounds, 0.16% hits; O75608; recombinant LYPLA1, FP-Rh probe fluorescence polarization;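 active means inhibition above the mean of all tested compounds plus 3 SD, set per campaign, cut at about 14% in these data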;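 further: inhibitors block serine hydrolase probe labeling of LYPLA1 so polarization falls; 0% = enzyme with DMSO and 100% = wells lacking LYPLA1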
Target sequence (O75608 whole entry, looked up): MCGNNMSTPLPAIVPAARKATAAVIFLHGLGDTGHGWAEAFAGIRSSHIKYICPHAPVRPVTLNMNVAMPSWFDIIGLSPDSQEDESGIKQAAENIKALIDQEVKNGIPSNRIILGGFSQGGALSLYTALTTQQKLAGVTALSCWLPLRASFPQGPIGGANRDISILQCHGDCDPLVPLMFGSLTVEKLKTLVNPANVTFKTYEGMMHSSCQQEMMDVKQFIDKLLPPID
PAFAH1B3 FP inh: blocks human PAF acetylhydrolase 1B catalytic subunit 3; 340,000 compounds, 0.28% hits; inhibition, % at 3.39 µM; AID 492972; Q15102; recombinant PAFAH1B3, FP-rhodamine probe, fluorescence polarization;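 active means inhibition above the screen-wide average of all tested compounds plus 3 SD, cut at about 25% in these data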;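 further: 0% = enzyme with DMSO only and 100% = wells lacking PAFAH1B3 protein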
* marks the source's active call; other numbers are inactive results; nt = no result given.

Order of values – LYPLA1 counter	ZTA DNA inh	PAFAH2 inh	GSTO1 counter	EBNA-1 inhibitor	LYPLA2 inh	PAFAH1B3 FP inh	PREPL inhibitor	PAD4 FP inh
- CC(CN1CCOCC1)OC(=O)C1COc2ccccc2O1 (stereo not drawn)
→ 4	-12	-1	3	-21	3	5	-3	1
- CC1Cc2ccccc2N1C(=O)CSc1nnc(N)s1 (stereo not drawn)
→ -1	-1	-4	-5	-5	7	1	8	-1
- CCn1ccnc1CN(C)C(=O)C1CCC(=O)N(Cc2cccc(C(F)(F)F)c2)C1 (stereo not drawn)
→ -3	-5	0	2	0	-7	4	10	-4
- COc1ccc(NC(=O)CN(C2CCCCC2)S(C)(=O)=O)cc1OC
→ 3	11	9	-5	10	3	6	-8	5
- COc1ccc(C(c2sc3ncnn3c2O)N2CC(C)OC(C)C2)cc1OC (stereo not drawn)
→ -3	-22	6	10	0	-1	3	0	3
- Cn1c(=O)c2c(SCC(=O)N3CCOCC3)nc(C3CC3)nc2n(C)c1=O
→ 2	3	5	2	-6	7	2	0	3
- Cc1ccc(NC(=S)Nn2cnnc2)cc1
→ 2	-9	9	5	-1	9	11	1	-3
- COc1cc(/C=N/NC(=S)Nc2cccc(S(=O)(=O)N(C)C)c2)ccc1O
→ -5	-5	8	5	5	2	11	38	-5
- Cc1cccc(-n2c(-c3csc(C)c3)n[nH]c2=S)c1
→ -4	1	3	1	-6	3	8	-6	-2
- CCCN(CC(=O)Nc1ccccc1OC)C(=O)c1cccc(S(=O)(=O)Nc2ccc(OC)cc2)c1
→ -1	-7	5	11	0	-2	5	-9	-3
- Cc1ccc(CNC(=O)C2CC(=O)N(c3ccc(OCC(=O)N4CCCC4)cc3)C2)cc1 (stereo not drawn)
→ 0	-7	6	-2	-20	0	6	14	-4
- CCCCOC(=O)CNc1n[nH]c(=S)[nH]c1=O
→ 0	-6	-6	13	5	-1	6	4	-2
- COc1cc(NC(=O)CSc2ncccc2C(=O)OC(C)C)cc(OC)c1
→ -4	4	-2	4	10	-4	3	3	-5
- O=[N+]([O-])c1ccccc1S(=O)(=O)N1CCN(Cc2ccccc2)CC1
→ 0	0	3	2	12	-1	8	-4	-3
- CCOc1ccc(NC(=O)C2CC(C)=C(C)CC2C(=O)O)cc1 (stereo not drawn)
→ 0	7	9	8	5	1	5	-3	0
- COc1ccc(/C=C/C(=O)OCC(=O)Nc2ccc(N3CCOCC3)cc2)cc1
→ 1	7	9	8	-1	0	2	0	4
- O=C(O)C1CCCN(S(=O)(=O)c2cccs2)C1 (stereo not drawn)
→ 0	0	-6	9	2	3	7	11	-4
- CCN1C(=O)[C@@H]2[C@@H](c3ccc(-c4ccc(Cl)c(Cl)c4)cc3)N3CCCC[C@@]3(C(=O)OC)[C@@H]2C1=O
→ 1	12	1	1	7	-1	11	7	-3
- Cc1ccc(C2CC(c3cccs3)=NN2C(=O)c2ccco2)o1 (stereo not drawn)
→ 1	2	-5	0	-1	2	6	-10	-1
- Cc1ccc(/C=C/C(=O)OCC(=O)NC(C)c2ccccc2)o1 (stereo not drawn)
→ -2	4	54*	nt	nt	0	6	1	-5
- COc1ccc(/C=N/NC(=O)c2ccoc2C)cc1COc1ccc(Cl)cc1
→ -28	4	-25	-40	-4	-55	-17	-25	-2
- CCOC(=O)CC1C(=O)NCCN1Cc1cccs1 (stereo not drawn)
→ 0	-15	6	-1	-7	-3	3	2	-4
- CCCNC(=O)NC(=O)CSc1ccc(C)cc1C
→ 2	0	0	1	-4	-1	1	1	-1
- COc1ccc(-c2ccc(-c3nnn(CC(C)=O)n3)cc2)cc1
→ -1	5	3	5	6	4	2	4	1
- O=C(NC1CCC(O)CC1)c1cc(-c2ccc(Cl)cc2)nc2ccccc12 (stereo not drawn)
→ -2	-4	0	nt	nt	-6	-1	-6	4
- COc1ccccc1N=C1SC(C(=O)Nc2ccc(F)cc2)CC(=O)N1C (stereo not drawn)
→ 3	-4	-8	3	14	7	-5	7	3
- N#CCn1c2ccccc2c2nc3ccccc3nc21
→ -5	3	1	4	-7	-4	-2	1	1
- COc1ccc(CCNC(=O)c2cc3c(=O)n4ccccc4nc3n(CCCN3CCOCC3)c2=N)cc1OC
→ -8	-9	-7	-6	-19	-6	10	19	0
- CCOC(=O)CSc1nncc2ccc(OC)c(OC)c12
→ 3	-7	2	-1	-2	0	6	10	-2
- O=C(Nc1cc(F)cc(F)c1)c1ccc(NCCc2ccccc2)c([N+](=O)[O-])c1
→ -1	11	9	2	74*	3	10	-6	-3
- CCC(C)Sc1nc2ccccc2c(=O)[nH]1 (stereo not drawn)
→ 3	6	-8	-2	1	0	8	-10	0
- Cc1ccc(SCC(=O)NNC(=O)c2cncc(Br)c2)cc1
→ nt	nt	-4	nt	nt	nt	10	17	1
- Cc1onc(-c2ccccc2Cl)c1C(=O)N1CCN(C)CC1
→ -2	-12	-6	1	-2	2	1	6	2
- CC(C)COC(=O)C(C)Nc1n[nH]c(=S)[nH]c1=O (stereo not drawn)
→ 0	11	-3	6	3	4	14	-5	-3
- CC1CCCCN1C(=O)c1ccc(C(=O)c2ccccc2)cc1 (stereo not drawn)
→ nt	nt	7	nt	nt	nt	6	5	-5
- Cc1n[nH]c(C)c1S(=O)(=O)N1CCCC(C(=O)Nc2ccc3c(c2)OCCO3)C1 (stereo not drawn)
→ -1	-10	nt	1	1	4	nt	0	5
- O=C(Nc1ccc2c(c1)C(=O)N(c1ccccc1)C2=O)C1CCCO1 (stereo not drawn)
→ -5	2	-2	5	3	7	7	7	2
- COCCCNC(=O)CC1C[C@H](C(=O)N(C(C)C)C(C)C)[C@@]2(C)c3[nH]c4ccccc4c3CCN2C1=O (stereo partly drawn)
→ nt	nt	-2	nt	nt	nt	3	4	-2
- CC1CN(C(=O)N2CCCCC2)CCN1C(=O)N1CCCCC1 (stereo not drawn)
→ 4	-8	nt	5	-4	5	nt	-6	-11
- Cc1ccc(C(=O)C2=C(O)C(=O)N(c3ncccn3)C2c2ccccc2F)o1 (stereo not drawn)
→ -1	-4	1	-2	-1	12	2	24	-1
- CN(CC(=O)Nc1ccccc1Br)c1ncnc2sccc12
→ 2	5	-2	-2	-2	0	-5	1	-5
- CC12CCC(C(=O)N3CCCCCC3)(OC1=O)C2(C)C (stereo not drawn)
→ 2	2	-11	8	-3	6	1	-7	4
- CCn1nc(C)cc1C(=O)N1CCCC(N(C)CCc2ccc(OC)c(OC)c2)C1 (stereo not drawn)
→ -1	-3	0	-8	-11	2	10	6	-6
- CCN(C(=O)CSc1ccc2ccccc2c1)C1CCS(=O)(=O)C1 (stereo not drawn)
→ 2	-14	9	5	-4	-2	9	12	-6
- CC(=O)NC(CC(=O)NCC(c1ccco1)N(C)C)c1ccccc1 (stereo not drawn)
→ 4	-5	1	8	1	3	7	-3	2
- CCOc1ccc(S(=O)(=O)NC(Cc2cnc[nH]2)C(=O)O)cc1 (stereo not drawn)
→ -1	-3	3	1	-1	-3	-5	-3	-1
- Cc1ccc(C(=O)NC(=S)NCC(=O)c2ccccc2)cc1
→ 2	-1	-8	-2	1	2	-1	-7	6
- COC(=O)CCCC1=CC2=CC(=O)C(C)(OC(=O)C3CCCC3)C(=O)C2=CO1 (stereo not drawn)
→ -2	0	1	18	7	-4	-1	6	3
- Cc1ccc(-n2ncc3c(=O)n(-c4ccc(C)c(C)c4)c(-c4ccco4)nc32)cc1
→ -9	-13	-1	-2	2	-9	0	1	1
- Cc1ccoc1C(=O)NCCNC(=O)c1occc1C
→ -1	8	-1	4	10	-2	2	1	4
- Cc1cc(C)c(NC(=O)C2CCCN2C)c(C)c1 (stereo not drawn)
→ -4	-5	-7	7	8	4	-2	5	-2
- CC1CCCCN1C(=O)COc1ccc2ccc(=O)oc2c1 (stereo not drawn)
→ 1	9	-6	9	-14	-9	-10	8	0
- CC1CCCCC1NC(=O)COC(=O)CN1C(=O)c2ccccc2C1=O (stereo not drawn)
→ 1	4	2	nt	nt	7	4	3	-1
- Cc1ccc(N(C(=O)c2csnn2)C(C(=O)NC2CCCCC2)c2cccnc2)c(C)c1 (stereo not drawn)
→ -4	11	7	5	-4	1	-3	-9	-1
- COc1ccc(NC(=O)COC(=O)CN2C(=O)C3CC=CCC3C2=O)c([N+](=O)[O-])c1 (stereo not drawn)
→ nt	nt	9	nt	nt	nt	16	7	-6
- Cc1cc(C)n2cnnc2n1
→ 3	-14	nt	2	-7	3	nt	11	4
- CC1Cc2ccccc2N1S(=O)(=O)c1cccc(C(=O)NCCCn2ccnc2)c1 (stereo not drawn)
→ 1	-4	0	1	-12	-1	0	-7	-1
- COc1cc(NC(=O)c2ccccc2[N+](=O)[O-])ccc1NC(=O)c1cc2ccccc2o1
→ -19	-1	-13	-3	8	0	0	19	-1
- O=[N+]([O-])c1ccccc1CNC(Cc1ccccc1)c1ccccc1 (stereo not drawn)
→ 1	5	6	-1	5	-4	0	-4	-6
- COc1cc(NC(=O)C(=O)NNC(=O)C2CCCCC2)c(OC)cc1Cl
→ -2	1	-9	-2	-2	-3	7	4	0

The last 2 entries of the part before are carried over, then new ones follow.
Order of values – LYPLA1 counter	ZTA DNA inh	PAFAH2 inh	GSTO1 counter	EBNA-1 inhibitor	LYPLA2 inh	PAFAH1B3 FP inh	PREPL inhibitor	PAD4 FP inh
- O=[N+]([O-])c1ccccc1CNC(Cc1ccccc1)c1ccccc1 (stereo not drawn)
→ 1	5	6	-1	5	-4	0	-4	-6
- COc1cc(NC(=O)C(=O)NNC(=O)C2CCCCC2)c(OC)cc1Cl
→ -2	1	-9	-2	-2	-3	7	4	0
- O=C(CN1C(=O)c2ccccc2C1=O)NCc1ccncc1
→ -3	0	-11	1	5	0	1	7	0
- N/C(Cc1ccc([N+](=O)[O-])cc1)=N\OC(=O)c1ccccc1F
→ 3	5	38*	-7	10	10	15	3	-3
- CCC(C)NC(=O)C(=O)NCc1ccccn1 (stereo not drawn)
→ -2	-8	3	2	-1	4	-4	12	-3
- O=C(O)CSCC(=O)N1CCN(c2nc3cc(Cl)ccc3s2)CC1
→ -1	0	-3	2	-7	-2	4	-12	9
- CCCCNS(=O)(=O)c1ccc(NC(=O)C2CCCO2)cc1 (stereo not drawn)
→ -4	5	-4	1	-11	2	5	7	7
- COc1cc2c(cc1NC(=O)c1cc(-c3ccncc3)nc3ccc(C)cc13)oc1ccccc12
→ -7	0	-6	-6	-1	-5	-2	2	-2
- CCOC(=O)CNC(=O)N1CCCC(Cc2ccccc2)(C(=O)OCC)C1 (stereo not drawn)
→ -2	-5	0	12	-13	-1	1	10	3
- O=C(c1ccccc1)c1ccncc1
→ 0	-5	-3	-2	-2	9	8	16	-2
- O=S(=O)(Nc1nc2ccccc2nc1-[n+]1ccccc1)c1ccc(Cl)cc1
→ -1	-6	-3	1	0	-3	1	4	-2
- CC1=NN(c2nc(-c3ccc(C)cc3)cs2)C(=O)C1N=Nc1ccc(C(N)=O)cc1 (stereo not drawn)
→ -8	2	10	-1	-10	-1	1	15	-7
- O=C(O)C1C2C=CC(C2)C1C(=O)NCCc1ccncc1 (stereo not drawn)
→ -3	1	9	-1	-9	1	-2	13	-6
- C[C@H](CO)N1C[C@H](C)[C@@H](CN(C)S(=O)(=O)c2ccccc2)Oc2ccc(NS(=O)(=O)c3cn(C)cn3)cc2C1=O
→ nt	nt	7	nt	nt	nt	3	1	-3
- Cc1ccc(-c2nn(CC(=O)Nc3cccnc3)c(=O)c3ccccc23)cc1
→ 2	4	3	3	-5	5	6	-14	-6
- CCNC(=O)c1ccc(NS(=O)(=O)c2ccccc2)cc1
→ 0	10	2	-2	-1	2	1	-5	1

The list is partial; count on the stated rates, not on these rows.
